Assay outcomes deposited in PubChem by several laboratories.
CaV13 FRET inh = Primary screen for inhibitors of IQ motif and Ca2+-dependent inactivation inhibitor domain binding in CACNA1D, Förster resonance energy transfer in living cells, … | HEK cells, CFP/YFP FRET ICDI-IQ, plate reader, 10 min; percent FRET-ratio fall versus neutral wells | inhibition, % at 12.3 µM | 340,000 tested, 0.098% active | AID 743397;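 active = mean replicate inhibition of at least 30% and at least 1% of replicates passing that level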;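 also: 0% = median of the neutral control wells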
Granule exo inh = lytic granule exocytosis inhibition | AID 651702 | inhibition, % at 10 µM | 360,000 tested, 0.66% active | TALL-104 LAMP-1 surface exposure, flow cytometry; cells stimulated with thapsigargin and PMA;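 active = inhibition above about 55%, limit read from the data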
Glyco luc inh = blocks N-linked glycosylation in D54 reporter cells; 360,000 tested, 0.23% active; D54 ERlucT glycosylation luciferase reporter, 24 h; percent of 100 nM tunicamycin response; reporter increase, % at 12.5 µM; AID 588692;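 active = mean luciferase reporter signal, scaled so untreated is 0 and the glycosylation-blocking control 100, at or above a set limit in every replicate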;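 also: luciferase carries N-glycosylation sites so blocking glycosylation raises the light; 0% = median of neutral control wells and 100% = median of 100 nM tunicamycin wells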
PDI inh = inhibitors of human protein disulfide isomerase. PDI insulin aggregation turbidity, A650, 90 min. 350,000 tested, 0.052% active. inhibition, % at 10 µM;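 active = mean inhibition across replicates of 30% or more, whatever share of single replicates reach that level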;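 also: absorbance from insulin aggregation driven by PDI reduction with DTT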
Target sequence (P07237 whole entry, looked up): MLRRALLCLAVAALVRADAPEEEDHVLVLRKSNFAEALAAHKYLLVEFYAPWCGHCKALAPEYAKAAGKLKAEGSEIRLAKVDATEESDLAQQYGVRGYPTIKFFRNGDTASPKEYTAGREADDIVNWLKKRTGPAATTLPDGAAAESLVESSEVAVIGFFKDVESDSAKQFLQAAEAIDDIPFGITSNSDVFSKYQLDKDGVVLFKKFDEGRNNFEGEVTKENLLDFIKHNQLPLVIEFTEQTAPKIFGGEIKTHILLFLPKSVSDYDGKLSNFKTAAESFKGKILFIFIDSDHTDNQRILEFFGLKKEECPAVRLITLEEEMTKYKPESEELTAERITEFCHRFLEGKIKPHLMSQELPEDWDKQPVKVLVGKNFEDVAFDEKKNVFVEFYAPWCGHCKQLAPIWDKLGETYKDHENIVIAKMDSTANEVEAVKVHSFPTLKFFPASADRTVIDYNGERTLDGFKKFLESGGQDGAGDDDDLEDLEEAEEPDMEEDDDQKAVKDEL
MC4R antag cAMP = antagonists of human melanocortin 4 receptor (MC4R). MC4R-expressing cells, MTII-stimulated cAMP, LANCE TR-FRET. inhibition, % at 6.5 µM. 360,000 tested, 0.48% active. P32245;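 active = inhibition above its plate's cutoff, the mean of tested wells on that plate plus 3 SD, cut at about 29% in these data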;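 also: 0% = Melanotan II alone and 100% = Melanotan II plus saturating MCL0020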
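Material: human MC4R-expressing U2OS cells. Probe or stimulus: Melanotan II challenge. Dosing: 6.5 µM single dose. Times: 30-min compound, 1-h challenge, 1-h detection, room temperature. Technique: TR-FRET with Eu-cAMP and labeled anti-cAMP, 671 nm. Replication: singlicate.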
ABHD5-PLIN5 inh = blocks binding of human ABHD5 to perilipin-5; Q00G26+Q8WTS1; Split G. princeps luciferase complementation, luminescence, 4 h; inhibition, % at 4 µM; 360,000 tested, 0.78% active; AID 602281;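 active = inhibition above the mean inhibition across every tested compound plus 3 SD, cut at about 22% in these data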;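 also: 0% = DMSO only wells and the 100% control is not disclosed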
m5-HT2A agonist = mouse HTR2A agonism via beta-arrestin recruitment | activation, % at 7.6 µM | AID 624169 | CHO-K1 mHTR2A beta-arrestin complementation, luminescence; percent of 30 µM serotonin response | 360,000 tested, 0.66% active | P35363;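 active = activation above a run cutoff, the mean activation of all tested compounds plus 3 SD, cut at about 14% in these data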;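 also: 0% = plate median of compound wells and 100% = 30 µM serotonin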
Target sequence (P35363 whole entry, looked up): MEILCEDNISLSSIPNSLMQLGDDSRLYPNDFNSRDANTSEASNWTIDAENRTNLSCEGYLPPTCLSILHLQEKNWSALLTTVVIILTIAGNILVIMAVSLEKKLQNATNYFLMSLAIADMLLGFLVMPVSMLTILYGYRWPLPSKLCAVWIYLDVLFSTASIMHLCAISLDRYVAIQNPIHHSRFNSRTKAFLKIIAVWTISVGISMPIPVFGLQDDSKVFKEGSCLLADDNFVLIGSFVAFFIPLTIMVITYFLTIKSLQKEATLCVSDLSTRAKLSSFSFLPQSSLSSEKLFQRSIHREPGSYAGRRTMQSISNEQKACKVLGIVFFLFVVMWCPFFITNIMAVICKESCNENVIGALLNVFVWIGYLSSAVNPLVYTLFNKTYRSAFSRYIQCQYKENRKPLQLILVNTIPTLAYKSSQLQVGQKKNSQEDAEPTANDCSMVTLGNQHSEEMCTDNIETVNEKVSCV
H9c2 protect = protects H9c2 cardiomyocytes from peroxide injury | 360,000 tested, 0.63% active | protection from H2O2 cell death, % at 20 µM | H2O2 injury protection, ATPLite, 2 h;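 active = compounds giving at least 50% protection of heart cells from peroxide-induced death in the single-dose screen, raw or plate-pattern-corrected value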;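 also: 0% = DMSO wells with peroxide and 100% = DMSO wells without peroxide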
ABCB6 inh 2 = blocks the human ABCB6 transporter; Q9NP58; K562-ABCB6 porphyrin accumulation, flow cytometry, 1 h; hits give low values; fluorescence ratio to DMSO, % at 10 µM; 360,000 tested, 0.19% active;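 active = fluorescence ratio to DMSO below 75%, the collection mean minus 3 SD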;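 also: signal is porphyrin accumulated inside mitochondria; 100% equals median channel fluorescence of DMSO control wells; lower ratio means ABCB6 inhibition with less porphyrin fluorescence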
MC4R ag barr = agonists of human melanocortin 4 receptor (MC4R) beta-arrestin; P32245; U2OS MC4R beta-arrestin complementation, luminescence; percent of melanotan II response, DMSO zero; activation, % at 8.9 µM; 360,000 tested, 0.98% active;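 active = activation above a per-plate cutoff, the mean activation of sample wells on that plate plus 3 SD, cut at about 8% in these data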
* = called active by the depositor; . = not tested or not shown.

SMILES	CaV13 FRET inh	Granule exo inh	Glyco luc inh	PDI inh	MC4R antag cAMP	ABHD5-PLIN5 inh	m5-HT2A agonist	H9c2 protect	ABCB6 inh 2	MC4R ag barr
Cc1ccc(-c2nnc3n2N=C(c2ccccc2Br)CS3)cc1	-2	0	-3	-1	7	6	-3	0	104	-2.4
Cc1cccc(C(C)C)c1NC(=O)c1cccnc1	-2	2	0	5	-1	-8	-3	-4	92	-0.6
O=S(=O)(NCCc1csc(-c2ccc(C(F)(F)F)cc2)n1)c1ccc2c(c1)OCCO2	-3	-2	-1	.	1	0	-5	-14	97	1.9
CC(C)(C)C(=O)Nc1nnc(SCC(=O)NC2CCCC2)s1	-6	-8	1	-4	-4	4	-9	-1	101	-0.9
COc1ccc(OC)c(NC(=O)CNC(=O)Cn2c(C)cc3ccccc3c2=O)c1	-4	-1	0	-4	17	14	-3	0	102	1.0
Cc1cc(Br)ccc1SCC(=O)OC/C(O)=C(\C#N)c1nc2ccccc2[nH]1	-2	0	14	-3	20	3	-3	-5	101	12*
O=C(O)CCc1ncc(C(F)(F)F)cc1Cl	-4	-1	6	0	8	-1	-1	-5	97	-2.3
COc1ccc(NC(=O)COc2ccc(/C=N/NC(=O)c3cccnc3)cc2OC)cc1	-2	7	1	0	4	1	-3	39	87	-3.5
CCOC(=O)C1(CCc2ccccc2)CCN(C(=O)CCc2cnn(C)c2)CC1	-5	0	0	5	-4	4	3	-1	85	0.1
O=C(NCc1ccccc1)c1cc2ccc(O)cc2oc1=O	1	-4	2	11	-14	-4	1	-7	99	2.5
O=C(c1ccc(Cn2cnnn2)cc1)N1CCCC(Nc2ccc(F)cc2)C1 (centres undefined)	-6	-2	3	-3	6	5	6	-2	87	-1.3
Cc1ccc(C(=O)NCC(=O)OC(C)C(=O)Nc2ccc(N(C)C)cc2)s1 (centres undefined)	1	-2	2	4	10	0	-7	-8	93	-0.4
CCOC(=O)C(Cc1c(F)cccc1F)(NC(C)=O)C(=O)OCC	-5	0	2	6	8	-7	-1	2	94	1.4
C[C@H](CO)N1C[C@H](C)[C@H](CN(C)Cc2ccncc2)OCc2ccccc2-c2c(n(C)c3ccccc23)C1=O	-3	-4	-1	3	4	-2	0	-14	98	0.3
Cc1ccc(S(=O)(=O)N2CCc3ccccc3CC2)cc1	-6	-4	-6	-5	2	-8	-7	-22	96	-1.5
COc1ccc(CCC(=O)Nc2ccc3c(c2)OCCO3)cc1	-4	0	-1	0	7	6	-1	-13	118	-0.8
O=C(NCc1ccccc1CN1CCCC1)c1cccc(S(=O)(=O)Nc2ccc(F)cc2)c1	-2	-2	-4	9	6	2	-7	5	94	-3.4
CN(C(=O)c1ccc2nccnc2c1)C1CCCCC1	-5	-1	-1	3	-6	-10	4	2	101	1.4
C/C(CC(=O)Nc1ccc([N+](=O)[O-])cc1)=N/NC(=O)C1CC12CCC2 (centres undefined)	-5	14	0	-3	-3	12	-8	3	99	-0.4
Cc1cccc(-n2c(SCC(=O)Nc3nonc3C)nnc2-c2ccoc2C)c1	-5	-2	-2	-6	-4	0	-2	0	96	-1.6
Cc1nn(CCc2nc(-c3ccco3)cs2)c2[nH]c(=O)cc(C(F)(F)F)c12	-9	-5	0	18	6	41*	6	8	97	0.4
Cc1ccc(NC(=O)Cc2ccc(-n3cccc3)cc2)c(C)c1	-4	-2	-1	-10	1	-11	-2	-3	104	2.3
O=S(=O)(Nc1cccc(-n2cnnn2)c1)c1ccc(Cl)nc1	-6	-3	2	2	-2	0	0	1	107	0.1
O=C(CCNS(=O)(=O)c1ccccc1)OCc1nnc(-c2ccccc2)o1	-6	-2	2	0	6	-1	6	-2	89	-0.5
CCCc1ccc(-c2cc(C(=O)Nc3ccc([N+](=O)[O-])cn3)c3ccccc3n2)cc1	-1	-2	-14	3	12	2	5	-12	97	3.6
Cc1cccc(C)c1N1CCN(C(c2cc3ccccc3o2)c2nnnn2C(C)(C)C)CC1 (centres undefined)	.	-2	.	.	.	-6	8	.	95	.
Cc1nnc2n(-c3ccccc3)c(=O)c3ccccc3n12	-5	-4	0	20	3	4	4	5	93	-0.4
CC(=O)c1cc(F)c(N2CCCC2)cc1C	-1	-1	0	-2	2	-6	-1	-22	87	-2.1
Cc1cc(C(=O)Nc2c(F)cc(F)cc2Br)no1	-6	-1	0	-1	-2	-5	-1	-7	94	-0.6
CCC(=O)Nc1nc(N)n(-c2ccccc2)n1	-4	-2	-1	5	-3	-2	-2	-2	83	-0.6
CC(C)[C@H](N)c1nnc(SC/C=C/c2ccccc2)o1	-5	-2	-1	0	-3	1	2	-2	88	-0.4
O=C(c1ccccc1)N1CCN(c2ncccn2)CC1	-4	-6	2	4	18	3	-3	2	98	0.7
Cc1ccc(S(=O)(=O)Cc2c(C)noc2C)cc1	-7	0	0	-2	-1	-7	-3	0	93	0.0
CCOC(=O)c1ccc(NS(=O)(=O)c2c(N)[nH]c(=O)[nH]c2=O)cc1	-4	6	2	-3	0	2	7	6	93	-0.2
CSc1ncc(C(C)=O)c(C)n1	-6	0	2	-1	2	3	0	7	98	-1.7
O=C(NCCCN1CCCC1)c1ccc2c(c1)N(Cc1ccccc1)CCS2	-4	1	-6	-1	7	4	-10	0	102	0.9
CC(C(=O)N1CCc2ccccc21)N(C)CC(=O)Nc1ccc(F)cc1 (centres undefined)	-6	-3	-3	8	2	3	-3	4	99	-0.6
CCOc1ccc(NC(=O)COC(=O)c2cc([N+](=O)[O-])ccc2N2CCOCC2)cc1	-2	-1	-3	-6	1	-5	12	4	188	0.3
C/C(=N\NC(=O)c1cccc(S(=O)(=O)N2CCCC2)c1)c1ccc(C)cc1	-5	-7	0	-11	7	6	-2	2	102	-4.7
COc1cc(C(=O)Nc2nc(OC)c(-c3ccccc3)c(OC)n2)cc(OC)c1OC	.	-3	-3	2	9	-4	-8	70*	95	2.2
Fc1ccc(-c2csc3[n+]2CCS3)cc1	-5	-1	3	-9	-1	0	3	7	101	-1.7
CCCN(CC(=O)Nc1ccc(C)cc1Br)CC(=O)Nc1ccc(F)c(F)c1F	-2	0	0	-1	11	-3	3	-7	95	4.3
O=C(NCC(=O)N1CC=C(c2ccccc2)CC1)c1ccc(OC(F)F)cc1	-17	2	13	-10	5	3	-2	-7	84	-0.9
Cn1c(=O)c2c(-c3ccccc3)n(-c3cc([N+](=O)[O-])ccc3N)cc2n(C)c1=O	-10	5	4	.	.	-6	-1	3	95	.
Cc1ccc2nc(C3CCCCC3)c(Cc3ccccc3)n2c1	-8	-4	-4	.	.	2	-10	-2	99	.
Cc1cc(NC(=O)C2CCCC2)nc2c1c(=O)oc1ccccc12	.	24	4	-2	9	-4	-3	33	151	2.2
O=C(Nc1ccc(Cl)cc1)OCc1cn(-c2ccccc2)nn1	-3	-5	-1	7	0	0	-3	2	101	0.0
CCOC(=O)c1c(C)n2c3c(cc(C)cc13)CCC2	-2	0	1	-8	8	-1	-2	-3	102	-1.4
O=C(N/N=C/c1ccsc1)c1ccccn1	-20	-2	-2	-6	-5	-2	-1	-8	99	-1.1
Cc1ccc(NC(=O)COC(=O)CCc2ccccc2)c(Cl)c1	-4	-13	2	-7	12	4	-1	-2	91	0.4
COc1ccc(CN2CCN(C(=O)c3cc(OC)c(OC)c(OC)c3)CC2)cc1OC	-8	-2	5	5	-4	1	0	5	109	0.1
Cc1onc(-c2ccccc2Cl)c1C(=O)Nc1cccc(S(=O)(=O)N2CCOCC2)c1	-3	-11	-3	0	8	0	-4	0	97	-1.0
Cc1ccc2[nH]c(=O)c(CN(Cc3cccs3)Cc3nnnn3Cc3ccccc3)cc2c1	-11	-1	8	3	9	-11	4	-1	40*	-0.6

Entries from the list above that contain fluorine, in the order listed:
SMILES	CaV13 FRET inh	Granule exo inh	Glyco luc inh	PDI inh	MC4R antag cAMP	ABHD5-PLIN5 inh	m5-HT2A agonist	H9c2 protect	ABCB6 inh 2	MC4R ag barr
O=S(=O)(NCCc1csc(-c2ccc(C(F)(F)F)cc2)n1)c1ccc2c(c1)OCCO2	-3	-2	-1	.	1	0	-5	-14	97	1.9
O=C(O)CCc1ncc(C(F)(F)F)cc1Cl	-4	-1	6	0	8	-1	-1	-5	97	-2.3
O=C(c1ccc(Cn2cnnn2)cc1)N1CCCC(Nc2ccc(F)cc2)C1 (centres undefined)	-6	-2	3	-3	6	5	6	-2	87	-1.3
CCOC(=O)C(Cc1c(F)cccc1F)(NC(C)=O)C(=O)OCC	-5	0	2	6	8	-7	-1	2	94	1.4
O=C(NCc1ccccc1CN1CCCC1)c1cccc(S(=O)(=O)Nc2ccc(F)cc2)c1	-2	-2	-4	9	6	2	-7	5	94	-3.4
Cc1nn(CCc2nc(-c3ccco3)cs2)c2[nH]c(=O)cc(C(F)(F)F)c12	-9	-5	0	18	6	41*	6	8	97	0.4
CC(=O)c1cc(F)c(N2CCCC2)cc1C	-1	-1	0	-2	2	-6	-1	-22	87	-2.1
Cc1cc(C(=O)Nc2c(F)cc(F)cc2Br)no1	-6	-1	0	-1	-2	-5	-1	-7	94	-0.6
CC(C(=O)N1CCc2ccccc21)N(C)CC(=O)Nc1ccc(F)cc1 (centres undefined)	-6	-3	-3	8	2	3	-3	4	99	-0.6
Fc1ccc(-c2csc3[n+]2CCS3)cc1	-5	-1	3	-9	-1	0	3	7	101	-1.7
CCCN(CC(=O)Nc1ccc(C)cc1Br)CC(=O)Nc1ccc(F)c(F)c1F	-2	0	0	-1	11	-3	3	-7	95	4.3
O=C(NCC(=O)N1CC=C(c2ccccc2)CC1)c1ccc(OC(F)F)cc1	-17	2	13	-10	5	3	-2	-7	84	-0.9
